# Apaf1 inhib: inhibitors of human Apaf-1 apoptosome, primary screen, biochemical, DEVD-Rh110 fluorescence, uHTS. Apoptotic protease-activating factor 1 (Homo sapiens), O14727. reconstituted apoptosome caspase-3 activity. inhibition, % at 20 µM. hit rate 0.71% among 330,000; active = inhibition of at least 40% at 20 µM;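 note: plate controls were DMSO wells for no effect and DEVD-CHO caspase inhibitor wells for full effect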
#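 Assay system: Apoptosome proteins | Medium: pH 7.5 Hepes buffer with CHAPS, BSA, DTT | Also added: Cytochrome c and DEVD-Rh110 substrate | Times: 30 min plus 50 min, RT | Detection: Rhodamine 110 fluorescence at Ex 480/Em 540 nm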
# UBC13 polyUb: UBC13 polyubiquitin chain formation inhibitors, primary screen, biochemical, TR-FRET, uHTS; inhibition, % at 20 µM; AID 485273, 2010; hit rate 0.47% among 330,000; Ubiquitin-conjugating enzyme E2 N (Homo sapiens), P61088; in the data active = inhibition above about 45%, passing the limit was not always enough
# Target sequence (P61088 whole entry, looked up): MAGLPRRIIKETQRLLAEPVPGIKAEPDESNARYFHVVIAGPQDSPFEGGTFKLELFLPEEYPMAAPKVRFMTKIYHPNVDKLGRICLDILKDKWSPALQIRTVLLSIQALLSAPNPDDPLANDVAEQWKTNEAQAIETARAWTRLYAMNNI
# HKDC1 inh: HKDC1 hexokinase inhibitors, primary screen, biochemical, fluorescence, uHTS; Q2TB90; recombinant HKDC1, G6PDH/diaphorase resazurin coupled fluorescence; inhibition, % at 20 µM; hit rate 0.16% among 340,000; AID 493160, 2011;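 active = inhibition above about 35% when tested at 20 µM, limit read from the data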;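 note: plate controls were DMSO wells with enzyme for no effect and DMSO wells lacking enzyme for full effect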
# Target sequence (Q2TB90 whole entry, looked up): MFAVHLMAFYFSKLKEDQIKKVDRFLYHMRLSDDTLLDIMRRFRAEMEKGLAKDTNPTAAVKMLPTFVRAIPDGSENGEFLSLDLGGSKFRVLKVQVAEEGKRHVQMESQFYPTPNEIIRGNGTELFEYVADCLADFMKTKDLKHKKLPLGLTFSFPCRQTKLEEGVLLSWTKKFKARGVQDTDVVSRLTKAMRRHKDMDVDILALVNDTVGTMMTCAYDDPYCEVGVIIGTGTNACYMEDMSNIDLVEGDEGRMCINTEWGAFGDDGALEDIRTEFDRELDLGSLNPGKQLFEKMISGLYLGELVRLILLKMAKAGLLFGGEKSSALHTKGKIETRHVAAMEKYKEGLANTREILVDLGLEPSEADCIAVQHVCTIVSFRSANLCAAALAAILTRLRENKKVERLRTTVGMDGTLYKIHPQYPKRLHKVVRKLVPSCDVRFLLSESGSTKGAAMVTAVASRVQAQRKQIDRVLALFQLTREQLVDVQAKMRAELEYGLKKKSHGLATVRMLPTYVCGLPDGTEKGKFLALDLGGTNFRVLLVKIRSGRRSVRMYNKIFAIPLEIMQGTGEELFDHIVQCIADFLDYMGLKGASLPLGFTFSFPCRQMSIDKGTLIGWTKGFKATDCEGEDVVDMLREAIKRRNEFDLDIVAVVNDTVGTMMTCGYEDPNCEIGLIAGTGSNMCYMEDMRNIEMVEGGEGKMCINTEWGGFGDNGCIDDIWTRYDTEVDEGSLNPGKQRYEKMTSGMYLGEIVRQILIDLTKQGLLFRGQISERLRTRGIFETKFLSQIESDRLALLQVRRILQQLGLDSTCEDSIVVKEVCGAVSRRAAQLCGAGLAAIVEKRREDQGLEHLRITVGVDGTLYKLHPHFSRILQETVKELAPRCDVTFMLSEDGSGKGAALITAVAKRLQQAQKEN
#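 Incubation: 90 min at room temperature in dark / Material: recombinant HKDC1 (HK5) hexokinase enzyme, produced in-house / Quantity: enzyme 5 µg/mL final / Compound: one dose of 20 µM, 1% DMSO / Reagent: glucose and ATP substrates / Buffer or medium: Tris pH 8.0 buffer with MgCl2, Tween-20, BSA, BME / Technique: resorufin fluorescence at 613 nm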
# Jurkat NFkB inh: inhibitors of induced NF-kB luciferase reporter, primary screen, TCR NF-kB activation inhibitor project, cell-based, luminescence, uHTS; inhibition, % at 4 µM; AID 435003, 2010; hit rate 0.53% among 330,000; Jurkat, PMA/ionomycin-induced NF-kB luciferase reporter
# 697 NFkB inh: inhibitors of PMA/ionomycin-induced NF-kB reporter, 697 cells, primary screen, B-cell NF-kB inhibitor project, cell-based, luminescence, uHTS. 697 B-cell NF-kB luciferase reporter, 16 h. inhibition, % at 4 µM. hit rate 0.33% among 330,000; in the data active = inhibition above about 35%
# SENP7 block: SENP7 protease inhibitors, primary screen, biochemical, luminescence, uHTS; inhibition, % at 5 µM; hit rate 1.5% among 330,000; AID 434973, 2010; Sentrin-specific protease 7 (Homo sapiens), Q9BQF6; recombinant SENP7, Z-RLRGG-aminoluciferin luminescence, 40 min;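 active = inhibition above about 50% at the single test dose, limit read from the data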;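 note: plate controls were DMSO with enzyme for no effect and no enzyme buffer wells for full effect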
# SENP8 inh: SENP8 protease inhibitors, primary screen, biochemical, luminescence | Sentrin-specific protease 8 (Homo sapiens), Q96LD8 | AID 2540, 2010 | inhibition, % at 10 µM | purified SENP8, Z-RLRGG-aminoluciferin cleavage | hit rate 1.2% among 330,000
# Gli-Sufu block: Gli-Sufu pathway antagonists, primary screen, luciferase luminescence, Sufu-KO-LIGHT cells, uHTS | Sufu-KO-LIGHT fibroblasts, Gli luciferase reporter luminescence | inhibition, % at 5 µM | hit rate 0.74% among 340,000 | AID 588413, 2011;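 active = inhibition above about 55%, limit read from the data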;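 note: 0% = DMSO-treated cells and 100% = wells with medium but no cells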
# Starred values were filed as active, the others as inactive; · = not tested or not shown; & = joins results of further samples. Cut-off read from the data, not from the text of the source, unless noted: active = inhibition above about 50%; inactive = the rest. Hits appear at their usual frequency. Share with any hit: about 3.6%.
SMILES,Apaf1 inhib,UBC13 polyUb,HKDC1 inh,Jurkat NFkB inh,697 NFkB inh,SENP7 block,SENP8 inh,Gli-Sufu block
CC1CCCC(C)N1CCNC(=O)CCc1nnc2n(Cc3ccccc3)c(=O)c3ccccc3n12 (stereo not given),20,19,-6,1,-5,1,-4,1
COc1cc2c(cc1OC)CN(S(=O)(=O)c1ccc(Cl)nc1)CC2,11,0,0,8,14,6,-6,-7
COC(=O)c1ccccc1NC(=O)c1noc2c1CCCC2,-9,17,-6,-2,8,-2,-6,-5
COc1ccc2nc(N(CCN(C)C)C(=O)c3ccc4ccccc4c3)sc2c1,13,3,5,-12,-4,16,-3,-21
COc1ccc(NC(=O)CCC(=O)c2ccc(C(C)C)cc2)cc1,19,-3,-1,-9,-13,-7,-10,·
CC(=O)Nc1ccc(NC(=O)Nc2ccc(C)cc2C)cc1,-5,8,3,10,21,-1,2,16
CC1Cc2ccccc2N1C(=O)CSc1nnnn1Cc1ccccc1 (stereo not given),12,-4,-3,-11,-20,-9,-7,0
O=S1CC/C(=N\O)c2ccccc21 (stereo not given),-9,-3,1,16,2,1,1,-1
COc1ccc(N2CCN(C(=O)CN3C(=O)NC4(CCCCC4C)C3=O)CC2)cc1 (stereo not given),-4,6,-4,8,6,-4,8,4
COc1ccc(C(=O)NCc2ccncc2)cc1S(=O)(=O)N1CCOCC1,8,-4,-1,-16,1,-5,-13,9
Cc1sc(NC(=O)CSc2nnnn2C2CCCC2)c(C#N)c1C,5,6,-14,-1,6,3,-3,6
Cc1ccc(-n2c(CSc3nc(C)cc(C)n3)nnc2SCC(=O)N2CCCC2)cc1,-8,-2,-3,3,-10,-3,-6,12

# Of the compounds above, these contain a carbonyl joined to an NH by a bond outside any ring.
SMILES,Apaf1 inhib,UBC13 polyUb,HKDC1 inh,Jurkat NFkB inh,697 NFkB inh,SENP7 block,SENP8 inh,Gli-Sufu block
CC1CCCC(C)N1CCNC(=O)CCc1nnc2n(Cc3ccccc3)c(=O)c3ccccc3n12 (stereo not given),20,19,-6,1,-5,1,-4,1
COC(=O)c1ccccc1NC(=O)c1noc2c1CCCC2,-9,17,-6,-2,8,-2,-6,-5
COc1ccc(NC(=O)CCC(=O)c2ccc(C(C)C)cc2)cc1,19,-3,-1,-9,-13,-7,-10,·
CC(=O)Nc1ccc(NC(=O)Nc2ccc(C)cc2C)cc1,-5,8,3,10,21,-1,2,16
COc1ccc(C(=O)NCc2ccncc2)cc1S(=O)(=O)N1CCOCC1,8,-4,-1,-16,1,-5,-13,9
Cc1sc(NC(=O)CSc2nnnn2C2CCCC2)c(C#N)c1C,5,6,-14,-1,6,3,-3,6

# Later entries:
SMILES,Apaf1 inhib,UBC13 polyUb,HKDC1 inh,Jurkat NFkB inh,697 NFkB inh,SENP7 block,SENP8 inh,Gli-Sufu block
CCOCCn1c(=NC(=O)CSCC(=O)Nc2cc(C)on2)sc2cc(OC)ccc21,9,-6,-3,-2,4,-12,-15,10
COCC(C)n1c(C)cc(C(=O)COC(=O)c2nc3nc(C)cc(C)n3n2)c1C (stereo not given),-11,-4,-12,13,9,-4,3,7
Cc1nn(S(=O)(=O)c2cccc([N+](=O)[O-])c2)c(C)c1S(=O)(=O)N1CCOCC1,-4,0,-7,0,-3,1,4,0
CC1CC(C)CN(C(=O)CCCn2c(=S)[nH]c3ccccc3c2=O)C1 (stereo not given),2,23,-1,3,6,4,-4,8
CCOc1ccc(Oc2cc(C)nc(SC)n2)nn1,-1,6,3,-7,15,6,5,11
CC1=Nc2ccccc2N=C(NC(=O)CN2CCN(c3ccc(F)cc3)CC2)C1c1ccccc1 (stereo not given),3,-5,-2,13,-3,4,2,-10
COC(=O)[C@@H](NC(=O)c1ccccc1)[C@@H](C)O,-3,10,-6,20,15,-5,-7,-6
CC1=C(C(=O)c2ccccc2)C(c2cn(-c3ccccc3)nc2-c2ccc(Cl)cc2)NC(=S)N1 (stereo not given),-5,-1,-9,12,11,-1,3,5
O=C(CSc1nnc(NC(=O)C2CCC2)s1)Nc1ccccc1Br,0,8,-3,13,6,2,3,-20
CC(=O)Nc1ccc(Nc2ncnc3c2cnn3-c2cccc(C)c2)cc1,7,21,0,-49,-37,4,-4,-52
CCOC(=O)Cn1nc(C)n(-c2ccc(Cl)cc2)c1=O,-4,-6,-7,9,6,7,0,-8
N#C/C(=C\c1cccc(Oc2ccccc2)c1)C(=O)N1CCOCC1,10,-6,8,-13,-15,-2,12,1
O=c1oc(-c2ccc(Br)o2)nc2ccccc12,13,-12,4,-4,-6,-5,-5,-16
CCc1noc(C)c1C(=O)NNC(=O)COc1ccccc1C,-5,3,-4,0,16,5,2,4
COc1ccc(NC(=O)C(Sc2ccccc2)c2ccccc2)c(OC)c1 (stereo not given),21,0,-3,-5,19,5,-2,23
Cc1[nH]nc(N=CC2=C(O)CC(C)(C)CC2=O)c1-c1ccccc1,12,0,-4&8,-16,-20,-3,4,-15&-21
COc1cc(OC)nc(Oc2ccc(N)c(C)c2)n1,6,-3,-6,13,-6,-2,-10,8
O=C(CN1CCN(c2ccccc2O)CC1)Nc1cccnc1Cl,0,3,3,2,-2,-4,-1,47
Cc1ccc(OCCOCCn2cnc3ccccc3c2=O)cc1C,-1,7,·,7,6,4,-2,·
COC(=O)c1cn(NC(=O)Cc2cccc(OC)c2)c(=O)c2ccccc12,-1,-4,-11,-13,15,-3,-16,10
O=C(N/N=C/c1coc2ccccc2c1=O)c1cn(-c2ccccc2)nc1-c1ccccc1,4,1,20,0,13,0,-6,-9
Cc1cc(Cl)c(S(=O)(=O)NC(C(=O)O)c2ccccc2)cc1OCC(N)=O (stereo not given),2,-4,-4,0,-8,-1,0,-4
CNCc1ccccc1Sc1cc(O)ccc1O,22,-37,64*,9,-26,7,2,10
CCn1c(C2CC(=O)N(c3cc(C)cc(C)c3)C2)nc2ccccc21 (stereo not given),4,-3,-2,10,13,-14,-2,7
CCCc1nnc(NC(=O)CSc2nc3ccccc3[nH]2)s1,2,3,-4,-12,-4,3,5,6
CCOC(=O)c1ccc(N2C(=O)CC(SCC(N)C(=O)OCC)C2=O)cc1 (stereo not given),3,-3,-2,-30,0,-3,-10,7
O=C(NCCC1CC1(Cl)Cl)c1ccc([N+](=O)[O-])cc1 (stereo not given),-2,5,-1,5,10,1,1,-33
O=C(NCCCc1ccccc1)N1CCOCC1,-23,3,-1,-2,14,-29,0,-8
Cc1ccc(CNC(=O)NCc2ccccc2)cc1,-12,4,-13,0,-13,5,4,-7
Cc1ccnc(N2C(=O)C3C4CC(C(Br)C4Br)C3C2=O)c1 (stereo not given),8,1,-3,-7,-4,2,-8,7
CCOc1ccc(Br)cc1S(=O)(=O)Nc1cccc(S(=O)(=O)Nc2ccccc2C(=O)O)c1,-3,-1,1,-6,2,-1,15,55*
O=C(CCn1c2c(c3ccccc31)CCCC2)NNC(=O)c1ccccc1[N+](=O)[O-],4,-4,1,-3,-3,-2,-6,-8
CCN(CC(=O)Nc1c(F)cccc1F)C(=O)CCOc1ccc(C)cc1,-2,-3,-5,7,25,0,-1,-7
O=C(NCc1ccccc1)c1ccccc1-c1nc2ccccc2[nH]1,3,2,-9,-13,10,-1,-11,-2
CCNC(=S)N1CCC(C(O)(c2ccccc2)c2ccccc2)CC1,1,7,0,-4,4,11,0,1
COc1ccc(CNc2cc(C)nc3ccc(OC)cc23)cc1,4,5,-2,12,-27,9,-3,32
CCN(c1ccccc1)P(=O)(Nc1ccccc1)Nc1ccccc1,-6,6,-5,-3,11,1,3,2
CC1C(=O)N2CCCc3cc(NS(C)(=O)=O)cc1c32 (stereo not given),-12,0,3,11,0,-1,-10,4
COc1ccccc1CC(=O)NCc1csc(-c2cccs2)n1,-7,-4,-3,9,-69,0,-11,-18
O=C(O)c1ccc(N/N=C/c2cc3c(cc2[N+](=O)[O-])OCO3)cc1,-14,-101,4,7,-17,-7,16,-5
COc1ccccc1N1CCN(Cc2nc3ccccc3c(=O)n2CC(C)=O)CC1,-11,6,-2,8,-3,7,-5,6
COc1cc(CCCN[C@H](CN)Cc2ccccc2)cc(OC)c1OC,9,14,-9,-6,-27,9,-2,-5
CCOC(=O)C1=NN(C(=O)c2ccco2)C2(CC2)C1,-12,-1,3,10,-10,-6,-1,11
Cc1ccc(NC(=O)C(C)NS(=O)(=O)c2ccc(F)cc2)cc1C (stereo not given),6,-3,-9,3,13,8,9,-21
CC1(C)CC(=O)C2=C(C1)N(Cc1ccccc1)C(=O)C2(NC(=O)C(C)(C)C)C(F)(F)F (stereo not given),0,-5,-5,-10,-17,-9,-14,-9
O=C(NN1S(=O)(=O)c2ccccc2S1(=O)=O)c1ccc(Br)cc1,-6,-9,-2,3,26,7,3,-5
Cc1cc(C)c(S(=O)(=O)NCc2cn3c(C)csc3n2)cc1C,-3,4,-16,11,12,7,2,-8
O=C(CC1COc2ccccc2O1)NCc1ccccc1 (stereo not given),-7,10,-8,-6,7,2,0,1
Cc1c(C(=O)OCC(=O)NCCc2ccc(S(N)(=O)=O)cc2)oc2ccccc12,-3,-6,-5,16,19,8,-5,-6
COC(=O)CCCC1=CC2=C(c3ccccc3)C(=O)C(C)(OC(=O)C3CCCC3)C(=O)C2=CN1C(CO)CO (stereo not given),19,-20,8,-1,1,6,-4,-15
Cn1c(SCC(=O)C(C)(C)C)nnc1-c1ccc(F)cc1,-5,7,-8,13,14,-4,0,-4
C=CCn1c(COc2cccc(C)c2C)nnc1SCC(=O)N1CCN(c2ccccc2)CC1,24,-2,4,12,-41,-13,-6,28
COCCSc1nnc(NC(=O)COC)s1,-10,-3,-13,4,2,2,-5,0
CNC(=O)COC(=O)[C@@H](Nc1ccc(S(=O)(=O)N2CCOCC2)cc1[N+](=O)[O-])C(C)C,-11,-4,17,-3,-8,-1,-7,5
CN(C)C1=NC[C@H](Cc2ccccc2)N1CC1CCCCCC1,-2,3,0,-3,-16,9,-15,35
Cc1ccnc(SCC(=O)Nc2sc3c(c2C#N)CCCC3)n1,17,3,-3,27,-23,-9,-2,0
COC(=O)C/C(O)=C(/N=Nc1cccc(C(F)(F)F)c1)C(=O)OC,4,-7,-7,23,16,-6,5,-15
CCOC(=O)c1nn(-c2ccc(Br)cc2)cc1C(=O)c1cccc2ccccc12,4,-9,7,-15,-230,-9,1,-55
COCCn1c(C)cc(C(=O)CSc2nc3ccccc3o2)c1C,10,0,-1,-94,-221,7,-14,-84
Fc1cccc(NC(=S)Nc2ccc(Br)cc2)c1,7,0,0,-4,-5,7,9,-6

# (listing goes on)
SMILES,Apaf1 inhib,UBC13 polyUb,HKDC1 inh,Jurkat NFkB inh,697 NFkB inh,SENP7 block,SENP8 inh,Gli-Sufu block
O=C(Cc1cccc2ccccc12)NNC(=O)Nc1ccc(Cl)cc1,-11,6,2,-16,-17,-3,1,-13
CCN1CCCc2cc(CN(CCN3CCOCC3)C(=S)Nc3cccc(OC)c3)ccc21,3,11,2,-8,-12,-3,1,-1
CC1CCC(C(=O)NC(C(=O)NCc2cccnc2)C(C)C)CC1 (stereo not given),-1,-6,-2,4,-23,-6,-1,-3
CN(Cc1nccn1C)C(=O)c1cc(COc2cccc(C(F)(F)F)c2)on1,2,1,3,-5,-9,2,10,3
CS(=O)(=O)c1ccc(Cl)c(NC(=O)CSc2nc3ccccc3c(=O)n2CCCN2CCOCC2)c1,1,5,3,2,-3,4,2,5
CCc1cc(C(=O)Cc2ccccn2)c(O)cc1O,17,-1,-5,-8,-5,2,-11,5

# Compound activity (PubChem BioAssay)
